Screening data deposited in PubChem by National Center for Advancing Translational Sciences (NCATS).
p53 reactivator = re-activators of mutant p53; H1299 p53-A138V BP100-luciferase reporter, luminescence, 24 h; Potency, µM (series often up to 92.2 µM), inactives show at the top dose activity change, positive = activation, usual class: activators; hit rate 0.063% among 320,000; AID 504706; note: potency is the fitted concentration of half-maximal effect; % of control where 0% means no effect; nearly all actives have a fitted effect of over 45% in size
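H1299 (p53-null), stable ts p53-A138V + BP100-Luc; 1000 cells/well, Opti-MEM/10% FBS; cpd 4 pt, 1:5; 24 h, 37 deg C, 5% CO2; detection reagent 10 min RT; luminescence.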
RORg inh = blocks mouse ROR gamma transcriptional activity. P51450. Drosophila S2 Gal4-RORgamma UAS-luciferase reporter, 20 h. AID 2551. hit rate 5.4% among 310,000. Potency, µM (top dose mostly 53.6 µM), inactives show at the highest dose activity change, negative = inhibition, hits mostly inhibitors; note: potency is the fitted concentration of half-maximal effect; % is set by controls: 0 for no effect and ±100 for the full control effect; nearly all actives have a fitted effect of over 60% in size
Target sequence (P51450 whole entry, looked up, the tested form may be a part): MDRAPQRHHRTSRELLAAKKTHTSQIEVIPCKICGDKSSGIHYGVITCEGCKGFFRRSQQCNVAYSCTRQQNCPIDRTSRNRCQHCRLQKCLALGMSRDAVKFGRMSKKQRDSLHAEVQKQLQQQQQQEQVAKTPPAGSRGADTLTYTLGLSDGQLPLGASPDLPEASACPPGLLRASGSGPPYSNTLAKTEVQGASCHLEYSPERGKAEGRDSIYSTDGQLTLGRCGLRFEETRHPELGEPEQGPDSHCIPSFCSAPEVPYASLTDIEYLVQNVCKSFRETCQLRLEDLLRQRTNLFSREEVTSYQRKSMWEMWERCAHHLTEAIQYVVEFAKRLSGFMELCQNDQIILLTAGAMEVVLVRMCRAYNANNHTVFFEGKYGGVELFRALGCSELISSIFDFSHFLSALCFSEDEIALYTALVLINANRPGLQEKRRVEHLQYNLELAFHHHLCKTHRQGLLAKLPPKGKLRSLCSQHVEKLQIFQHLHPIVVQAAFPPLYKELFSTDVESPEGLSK
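Luminescence from a UAS-regulated Photinus luciferase reporter in stably transfected Drosophila Schneider cells is measured; decreased signal marks ROR gamma inhibition. Fusion expression is induced by 700 uM copper sulfate for 20 hr.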
PKM2 act = PKM2 (human) enzyme activation. P14618. purified PKM2, Kinase-Glo ATP luminescence, activation; response scale: 0% is enzyme alone, no compound. Potency, µM (top dose mostly 57.5 µM), inactives show at the highest dose activation, most hits filed as activators. hit rate 0.34% among 260,000. AID 1631; note: potency is the fitted concentration of half-maximal effect; % is set by controls: 0 for no effect and ±100 for the full control effect; nearly all actives have a fitted effect of over 55% in size
Target sequence (P14618 whole entry, looked up): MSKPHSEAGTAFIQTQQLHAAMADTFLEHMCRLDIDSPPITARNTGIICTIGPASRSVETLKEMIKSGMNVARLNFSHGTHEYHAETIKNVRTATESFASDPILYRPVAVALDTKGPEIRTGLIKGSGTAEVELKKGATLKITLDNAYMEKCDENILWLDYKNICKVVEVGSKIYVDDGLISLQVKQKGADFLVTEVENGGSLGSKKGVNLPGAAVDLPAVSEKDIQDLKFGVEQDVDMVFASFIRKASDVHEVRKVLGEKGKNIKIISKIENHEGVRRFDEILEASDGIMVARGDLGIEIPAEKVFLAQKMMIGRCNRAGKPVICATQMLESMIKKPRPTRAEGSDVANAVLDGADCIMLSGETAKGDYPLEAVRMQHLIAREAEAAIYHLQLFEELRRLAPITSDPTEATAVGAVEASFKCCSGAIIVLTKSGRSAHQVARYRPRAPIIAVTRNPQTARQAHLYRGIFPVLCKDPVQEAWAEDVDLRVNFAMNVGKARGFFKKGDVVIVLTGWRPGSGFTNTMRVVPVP
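Kinase-Glo luminescence reports ATP generated from ADP (0.1 mM) and PEP (0.5 mM) by purified hPK-M2 after 1 h at room temperature, pH 7.2 imidazole buffer; intermediate enzyme activity allows detecting inhibitors and activators.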
FLuc counter = counter-screen for miR-21 project: firefly luciferase inhibitors or activators; purified FLuc, Km substrates, luminescence inhibition; hit rate 6.9% among 360,000; P08659; AID 588342; Potency, µM (series often up to 57.5 µM), for the others: at the highest dose activity change, negative = inhibition, actives largely listed as inhibitors;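 note: potency is the fitted concentration of half-maximal effect; plate controls were vehicle for no effect and reference inhibitor for full effect; nearly all actives have a fitted effect of over 55% in size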
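Purified P. pyralis luciferase, 10 nM final, with Km-level 10 uM D-luciferin and 10 uM ATP in 50 mM Tris acetate pH 7.5, 10 mM Mg acetate, 0.01% Tween-20, 0.05% BSA; 6-point qHTS titration about 60 µM downward; luminescence read.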
BRCA1 expr up = activators of BRCA1 expression; MCF7-BRCA1-FFLuc reporter, luminescence, 48 h; response scale: scaled: vehicle 0%, 10 µM genistein 100%; Potency, µM (doses to about 46.1 µM), inactives show top-dose activation, usual class: activators; hit rate 1.1% among 380,000; AID 624202; note: potency is the fitted concentration of half-maximal effect; nearly all actives have a fitted effect of over 80% in size; some results filed as inactive show a strong effect at the top dose
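Reporter cells (MCF7, BRCA1 promoter-firefly luciferase) received library compounds across a concentration series for 48 h. End-point luminescence was measured and concentration-effect curves derived after normalization.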
Rab9 promoter act = activates the Rab9 promoter | Huh7 Rab9 promoter-luciferase reporter, luminescence, 24 h | Potency, µM (top dose mostly 9.22 µM), for inactives: at the top dose activation, negative = inhibition, hits mostly activators | hit rate 2.8% among 320,000 | AID 485297; note: potency is the fitted concentration of half-maximal effect; % of control where 0% means no effect; nearly all actives have a fitted effect of over 60% in size
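Cells were plated at 1500 per well in reduced-serum medium with 10% FBS and left 2 h. Compound in DMSO was then added for 24 h at 37 °C. Reporter signal was read by luminescence after 10 min with luciferase detection reagent.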
NPC1 promoter act = activates the NPC1 promoter; Huh7 NPC1 promoter luciferase reporter, 24 h; hit rate 2.4% among 320,000; AID 485313; Potency, µM (doses to about 9.22 µM), without a hit: at the highest dose activation, usual class: activators;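 note: potency is the fitted concentration of half-maximal effect; % of control where 0% means no effect; nearly all actives have a fitted effect of over 60% in size; reporter is driven by a mutant NPC1 promoter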
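Compounds in DMSO were transferred onto Huh7 NPC1-luciferase reporter cells pre-incubated 2 h; after 24 h at 37 °C, Amplite reagent was dispensed and luminescence recorded 10 min later.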
ELG1 genotox = inducers of genotoxicity in HEK293T ELG1-luciferase cells; Potency, µM (titrated, usually from 46 µM), for inactives: at the highest dose activity change, positive = activation, actives largely listed as activators; AID 504466; HEK293T ELG1-luciferase reporter, luminescence, 16 h; hit rate 1.3% among 330,000; note: potency is the fitted concentration of half-maximal effect; % of control where 0% means no effect; nearly all actives have a fitted effect of over 60% in size
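Screening used a luciferase reporter fused to human ELG1 in HEK293T cells. Luminescence was read on a CCD plate imager after 16 hr exposure and 30 min ONE-Glo incubation.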
Gal4-VP16 FLuc = Gal4-VP16 reporter inhibition counter-screen; Drosophila S2 Gal4-VP16 UAS-luciferase, luminescence, 20 h; Potency, µM (highest dose often 53.6 µM), for inactives: top-dose activity, negative = inhibition, hits mostly inhibitors; hit rate 3.5% among 310,000;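 note: Gal4-VP16 expression switched on by copper sulfate through the metallothionein promoter; potency is the fitted concentration of half-maximal effect; % is set by controls: 0 for no effect and ±100 for the full control effect; nearly all actives have a fitted effect of over 50% in size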
Menin-MLL TR inh = inhibitors of human menin-MLL interaction, mutant MLL peptide | AID 1768 | Menin + Texas Red MLL mutant peptide, fluorescence polarization | hit rate 0.23% among 270,000 | Potency, µM (doses to about 61.6 µM), inactives show at the top dose FP activity change, negative = inhibition, actives largely listed as inhibitors | O00255; active = well fitted inhibition curve with a large enough effect in the polarisation, with a control signal flat, not every such curve was filed as active; inconclusive = small, poorly fitted or top-dose-only effect, or effect the other way, or a change in a side signal; inactive = no such curve, though single readings can be large or run the other way; the % refers to the polarisation; note: potency is the fitted concentration of half-maximal effect; % of control where 0% means no effect; many of its hits are not listed in these tables
Giardia killer = kills Giardia lamblia; AID 540267; Giardia lamblia trophozoite viability; hit rate 0.15% among 340,000; activity change, % at 7.66 µM, hits read low; in the data active = activity change below about -80%; inconclusive = between about -30% and that limit;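 note: parasites exposed to compound for two days anaerobically before the ATP read; % is set by controls: 0 for no effect and ±100 for the full control effect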
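Giardia lamblia trophozoites (100 cells/well) were incubated with compounds for 48 h at 37 deg C under anaerobic conditions. Viability was read as ATP content by one-step luminescence after 15-30 min at room temperature.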
* = called active by the depositor; ? = inconclusive; · = not tested or not shown; & = joins results of further samples; [ ] = remark or other dose. Unless noted, calls come from the whole dose curve; as a rule, active = well fitted curve in the direction sought with a large enough effect; inconclusive = small, poorly fitted or top-dose-only effect, or another doubt; inactive = no such curve, though single readings can be large; an effect the other way counts as inactive or inconclusive.

cpd | compound | p53 reactivator | RORg inh | PKM2 act | FLuc counter | BRCA1 expr up | Rab9 promoter act
1 | Cc1cccc(C)c1NC(=O)CN(C)C(=O)Cc1cccc(C(F)(F)F)c1 | -5% | -20% | · | -7% | 2% | 1%
2 | O/N=C1\CC/C(=N\O)c2nn(-c3ccc(Cl)cc3Cl)nc21 | 11% | ? | -5% | -17% | -42% | 3%
3 | Cc1cccc(OCCCn2c(=O)oc3ccc(C)cc32)c1 | 0% | 4% | 0% | -18% | -11% | -7%
4 | CCOC(=O)CN1NC2(CCC(C(C)(C)C)CC2)NC1=S (stereo not drawn) | -3% | 10µM* | -6% | 7% | -2% | 0%
5 | Oc1ccccc1C(=S)N1CCN(C(=S)c2ccccc2O)CC1 | -5% | 0% | · | -2% | -3% | -3%
6 | O=C(c1c[nH]c2ccccc2c1=O)N1CCCCCC1 | 2% | -7% | -9% | 6% | 10% | -5%
7 | CN(C)S(=O)(=O)c1ccc(C(=O)Nc2ccccc2SCCC#N)cc1 | -2% | 30% | 29% | ? | -3% | 0%
8 | c1ccc(-n2ncc3c(NCCN4CCOCC4)ncnc32)cc1 | ? | 28% | 4% | ? | ? | 11%
9 | COc1ccc(NC(=O)CCc2nnc3ccc(N4CCC(C)CC4)nn23)cc1OC | -4% | -4% | · | -1% | -10% | 0%
10 | COc1ccccc1C1C=C(c2ccc(C)cc2)Nc2nnnn21 (stereo not drawn) | 9% | 10% | -3% | -7% | -46% | 15%
11 | COC(=O)c1ccc(C(=O)OC)c(NC(=O)N2c3ccccc3Sc3ccccc32)c1 | -3% | ? | -4% | -1% | 3% | -1%
12 | Cc1ccc(S(=O)(=O)N2CCSC2c2ccco2)cc1 (stereo not drawn) | -5% | 5% | 0% | 0% | -26% | 2%

cpd | NPC1 promoter act | ELG1 genotox | Gal4-VP16 FLuc | Menin-MLL TR inh | Giardia killer
1 | -4% | 8% | 5% | 22% | 5
2 | 1% | -3% | -4% | 12% | -8
3 | 5% | 1% | 0% | -16% | 7
4 | -3% | -1% | ? | -22% | 0
5 | 1% | -2% | 0% | ? | 10
6 | -5% | 6% | -6% | 2% | -6
7 | 0% | -2% | 7% | 0% | -28
8 | ? | 13µM* | 10% | -10% | 7
9 | -4% | -2% | -7% | · | 16
10 | 14% | 3% | -5% | -14% | -12
11 | -3% | 9% | 4%[0.365 µM] | -9% | -12
12 | -3% | 0% | 4% | 9% | 6

The closing two records of the part above lead into the next:
cpd | compound | p53 reactivator | RORg inh | PKM2 act | FLuc counter | BRCA1 expr up | Rab9 promoter act
11 | COC(=O)c1ccc(C(=O)OC)c(NC(=O)N2c3ccccc3Sc3ccccc32)c1 | -3% | ? | -4% | -1% | 3% | -1%
12 | Cc1ccc(S(=O)(=O)N2CCSC2c2ccco2)cc1 (stereo not drawn) | -5% | 5% | 0% | 0% | -26% | 2%
13 | CCn1c(SCC(=O)c2c[nH]c3ccccc23)nc2cc(S(=O)(=O)N3CCOCC3)ccc21 | -6% | ? | 17% | 3% | -5% | ?
14 | Cc1ccc(C2C(C(=O)c3cccs3)=C(O)C(=O)N2c2cccc(C)n2)cc1 (stereo not drawn) | 17% | -25% | -1% | 0% | 10% | 2%
15 | CCOC(=O)c1c(NC(=O)CSc2ncccn2)sc(C(=O)NC)c1C | -6% | · | · | 2% | -40% | -4%
16 | N#Cc1ccc(NC(=S)NCCN2CCOCC2)cc1 | 3% | -1% | ? | -2% | 0% | -6%
17 | O=C(Cn1cnc2cc([N+](=O)[O-])ccc2c1=O)Nc1ccccc1-c1ccccc1 | 9% | -32% | -4% | 2% | -40% | -1%
18 | C=CCN(c1ccccc1)S(=O)(=O)c1cccc(C(=O)NNC(=O)c2ccccc2O)c1 | -3% | · | · | -17% | -64% | 4%
19 | COc1ccc(/C=N/NC(=O)c2c(C)nc3ccc(Br)cn23)cc1OC | 1% | 5% | 7% | -3% | -41% | -18%
20 | O=C(N1CCOCC1)N1CCN(Cc2ccccc2)CC1 | -1% | -19% | 3% | 1% | 0% | -1%
21 | N/C(=N/O)c1nc(N2CCCCC2)nc(N2CCCCC2)n1 | -5% | 8.9µM* | -16% | -9% | -24% | 1%
22 | Cc1ccc(C2=N/C(=C\c3cccnc3)C(=O)O2)cc1 | 2% | 3% | -5% | ? | -10% | 0%
23 | COC(=O)N/N=C/c1cc(Cl)c(OCc2ccc(F)cc2)c(OC)c1 | -5% | -5% | 5% | 1% | -15% | -6%
24 | O=C(CCC(=O)c1cccs1)NCC(c1ccc(F)cc1)N1CCOCC1 (stereo not drawn) | -2% | · | · | 0% | 7% | 3%

cpd | NPC1 promoter act | ELG1 genotox | Gal4-VP16 FLuc | Menin-MLL TR inh | Giardia killer
11 | -3% | 9% | 4%[0.365 µM] | -9% | -12
12 | -3% | 0% | 4% | 9% | 6
13 | 2% | 13% | -6% | -5% | -8
14 | 1% | 3% | -10% | · | 11
15 | -1% | 3% | · | · | 11
16 | -3% | 0% | -3% | -8% | -12
17 | -7% | -4% | -5% | · | -12
18 | 1% | -2% | · | · | -5
19 | -22% | 1% | -19% | · | 13
20 | 1% | 1% | -11% | 2% | 2
21 | 3% | -8% | ? | -21% | -20
22 | -1% | 0% | -1% | 11% | 5
23 | -2% | 2% | -20% | 6% | -2
24 | -1% | 1% | · | · | 1

(listing goes on)
cpd | compound | p53 reactivator | RORg inh | PKM2 act | FLuc counter | BRCA1 expr up | Rab9 promoter act
25 | COC(=O)CCC(=O)OC1(C)C(=O)C2=COC(c3ccc(OC)cc3)=CC2=C(Br)C1=O (stereo not drawn) | 3% | 29%&6% | 2% | -12% | -16% | -5%
26 | Cc1occc1C(=O)NNC(=S)Nc1cccc([N+](=O)[O-])c1 | ? | -42% | 2% | ? | 16% | 15%
27 | Cc1ccc(C)c(S(=O)(=O)NC2CCS(=O)(=O)C2)c1 (stereo not drawn) | -3% | · | · | -1% | -7% | 3%
28 | COc1ccc(C(=O)NCCS(=O)(=O)NC(C)c2ccccc2)cc1 (stereo not drawn) | -7% | · | · | 0% | -1% | 3%
29 | COc1ccc(Cl)cc1-c1nc(SCC(=O)NCC2CCCO2)n[nH]1 (stereo not drawn) | -4% | · | · | 5% | -48% | 2%
30 | N#C/C(=C\c1ccc(-c2cccc([N+](=O)[O-])c2)o1)C(=O)Nc1nc(-c2cccs2)cs1 | -1% | 7% | -5% | -5% | -13% | 2%
31 | COCc1cc(C)nc2sc(C(=O)Nc3ccccc3OC)c(N)c12 | -25% | ? | -10% | 17µM* | 15% | -1%
32 | Cc1nc2ccc(S(=O)(=O)Nc3ccc(-c4nc5cccnc5s4)cc3)cc2s1 | ? | 5% | 1% | ? | 40% | -3%
33 | CC(=O)Nc1ccc(NC(=O)C(Cc2ccccc2)NC(=O)C2CCC(C)CC2)cc1 (stereo not drawn) | -4% | 2% | 0% | 5% | -27% | -2%
34 | O=[N+]([O-])c1cc2oc3c(c2c(C=NCc2ccncc2)c1O)CCCC3 | -9% | 13µM* | 2% | -17% | -41% | -5%
35 | COCCSc1ccccc1C(=O)Nc1ccc(S(=O)(=O)N2CCOCC2)cc1 | -39%[inhibitor] | 22% | 1% | -4% | -4% | 6%
36 | CC1=C[C@H]2Cc3cc(C)cc(C)c3S(=O)(=O)[C@@H]2C=C1 | -1% | 5% | -1% | -5% | -1% | -1%
37 | CCc1nc(SCC(=O)Nc2ccc(N(C)C)cc2)n[nH]1 | ? | · | · | -5% | -22% | 29%

cpd | NPC1 promoter act | ELG1 genotox | Gal4-VP16 FLuc | Menin-MLL TR inh | Giardia killer
25 | -7% | 2% | -11%&-1% | 1% | -3
26 | 25% | -4% | -2% | 20% | 3
27 | -4% | 3% | · | · | -12
28 | -3% | 2% | · | · | -18
29 | 4% | 2% | · | · | 2
30 | 0% | -6% | -8% | · | 2
31 | -7% | -1% | 1% | ? | 8
32 | 3% | 11% | 3% | ? | 12
33 | -3% | 8% | 2% | ? | 13
34 | 2% | -3% | ? | ? | -17
35 | -4% | -5% | 5% | 28% | -9
36 | 0% | -4% | -3% | -1% | -19
37 | 17% | 1% | · | · | 3

These rows are one share of the data; the hit share may differ from the screen's.
